NCI-60 one-dose screen, 48 h, at 10 µM unless noted. Numbers give growth in % (100 = growth as untreated, 0 = no growth, -100 = all killed).
KM12 – KM12 colon cancer cells. AID 1794800. 82,000 tested, 5% active
HT29 – HT29 colon cancer; 81,000 tested, 7.4% active
SNB-75 – SNB-75 CNS cancer; 79,000 tested, 5% active
SW-620 – SW-620 colon cancer; AID 1794795; 82,000 tested, 5.2% active
HCT-15 – HCT-15 colon cancer | 82,000 tested, 5.2% active | AID 1794746
HCT-116 – HCT-116 colon cancer; 82,000 tested, 7.3% active
HCC-2998 – HCC-2998 colon cancer | 79,000 tested, 4.7% active
COLO 205 – COLO 205 colon cancer | 79,000 tested, 7.3% active | AID 1794742
A498 – A498 renal cancer cells; 76,000 tested, 5.4% active; AID 1794774
* = called active by the depositor; x = not tested or not shown; & = joins results of further samples; [ ] = dose if it differs, or a comment. The calls were made as follows: active = growth percent below 10; inactive = the rest.

SMILES	KM12	HT29	SNB-75	SW-620	HCT-15	HCT-116	HCC-2998	COLO 205	A498
CC(C)(C)[Si](C)(C)OC1[C@@H](O[Si](C)(C)C(C)(C)C)[C@@H](CNC(=O)NC(=O)CCl)O[C@H]1n1cnc2c(NC(=O)Nc3ccccc3)ncnc21 (some centres not stated)	-79*	-48*	-66*	-50*	38	-99*	x	-18*	44
COc1ccc(-c2nc3cc(C(=O)Nc4ccccc4)ccc3n2C2CCCCC2)cc1	90	46	105	105	82	97	101	104	104
CCC(=O)Oc1ccc(/C(=C(/CC)c2ccccc2)c2ccc(OCCCN(C)C)cc2)cc1	94	89	76	98	85	84	97	105	109
COc1ccc(/C=C/C(=O)c2ccc(B(O)O)cc2)cc1O	9.4*	65	73	28	31	1.5*	50	101	62
O=C1/C(=C/c2cccc3ccccc23)Oc2cc(O)ccc21	105	102	94	102	104	99	105	109	102
CCCCCCCCCCCCCCCCCCOc1cccc(CCOP(=O)(O)OCC[N+](C)(C)C)c1	50	74	83	94	87	70	83	97	99
O=c1c2cccc(Cl)c2sc2c(NCCCNCCO)nc3ccccc3c12	-62*	-52*	52	-98*	-24*	-59*	-88*	-61*	11
C=C(Cl)COC(=O)C(C)(C)O	102	93	85	107	102	99	102	x	94
Nc1cc(S(=O)(=O)O)cc2cc(S(=O)(=O)O)cc(O)c12	110	104	x	106	112	97	113	x	113
CCOC(=O)c1cn2c(c1C(=O)OCC)C(O)(c1ccc(Br)cc1)N(C)c1ccccc1-2 (configuration not stated)	100	116	82	98	104	102	99	104	86
C[Si](C)(C)N1C(=O)c2ccccc2C1=O	104	120	74	109	98	110	114	116	107
COc1ccc(C2=NN(C(C)=O)C(c3cn(-c4cccc(Cl)c4)nc3-c3ccc(OC)cc3)C2)cc1 (configuration not stated)	101	88	90	101	106	92	104	102	80
NC(N)=N/N=C/c1ccc([N+](=O)[O-])o1	82	33	106	105	68	89	88	3.2*	105
O=Nc1c(-c2cccc([N+](=O)[O-])c2)nc2ncccn12	89	79	x	18	74	51	94	65	103
Cc1cc2c(c(C)c1Cl)C(=O)/C(=C/c1cccc(O)c1)O2	89	101	94	104	73	83	80	105	104
CC(O)CN(CCO)CCO (configuration not stated)	110	99	103	111	108	91	98	122	87
CC(C)c1ccc(Nc2n[nH]c(=S)s2)cc1	x	76	92	110	100	101	91	116	95
O=C(/C=C/c1cn(-c2ccccc2)nc1-c1ccccc1)OCc1cn(-c2cccc(Cl)c2)nn1	95	81	72	91	99	84	92	105	77
Cc1ccc(-c2cnc3sc4ccccc4n23)cc1	96	112	106	101	98	98	103	114	92
O=C1OC(=O)C2C1CC1C(=O)OC(=O)C12 (configuration not stated)	110	105	89	99	99	106	100	110	100
Cc1ccc2nc(Sc3cnc(N)s3)n(Cc3ccccc3)c(=O)c2c1	104	104	80	103	106	96	102	120	102
CC1C(=O)OC2C1CCC1(C)C3(C)C(=O)C=CC213 (configuration not stated)	100	97	100	120	95	102	101	106	112
C=CCn1c(SCC(=O)Nc2ccc(C(=O)/C=C/c3ccc(OC)cc3)cc2)nnc1-c1ccc(OC)c(OC)c1	88	90	76	97	84	55	95	114	93
O=c1oc2ccccc2c(=O)c2ccccc12	121	114	94	109	100	110	102	108	104
CCOC(=O)CNC(=O)CCC(NS(=O)(=O)c1ccc(C)cc1)C(=O)O (configuration not stated)	104	89	85	105	100	96	101	104	107
COc1cc(/C=C/C(=O)c2ccc(NC(=O)CSc3nc4c([nH]3)c(=O)n(C)c(=O)n4C)cc2)cc(OC)c1OC	53	104	92	94	102	59	81	111	82
COc1ccc(-c2nn(C(=O)NCCN3CCN(C(C)=O)CC3)cc2-c2ccncc2)cc1Cl	95	40	48	108	99	78	99	47	63
COc1cccc(/C=C/C(=O)c2ccc(NC(=O)COc3cccc4cccnc34)cc2)c1	96	98	97	94	95	3.5*	99	105	x
CC1C=CN(N(C)C)C(C#N)(C#N)C1(C#N)C#N (configuration not stated)	106	92	97	104	102	99	101	106	119
O=c1[nH]cnc(CN2CCCCC2)c1O	110	x	106	110	104	121	99	118	110
C=C1CC[C@H]2[C@@](C)(CCC3OC(c4ccc(OCc5cn(CC6OC7OC(C)(C)OC7[C@@H]6OCc6ccccc6)nn5)cc4)OC[C@]32C)[C@@H]1/C=C/C1=CCOC1=O (some centres not stated)	111	105	106	111	92	95	119	111	x
COC(=O)[C@H](Cc1cn(C)cn1)NC(=O)[C@H](Cc1ccccc1)NC(=O)Nc1cc(C(F)(F)F)cc(C(F)(F)F)c1	-92*[100 µM]	-82*[100 µM]	-98*[100 µM]	-46*[100 µM]	-77*[100 µM]	-92*[100 µM]	-87*[100 µM]	-82*[100 µM]	-91*[100 µM]
CCc1nn2c(C)cc(C)nc2c1Cc1ccc(/C=C/CN2CCN(CCOCCOCCN3CCN(C/C=C/c4ccc(Cc5c(CC)nn6c(C)cc(C)nc56)cc4)CC3)CC2)cc1	35	-36*	99	-50*	-81*	-84*	-62*	-48*	70
O=S1(=O)OC2(CCCCC2)c2ccccc21	108	96	65	94	82	101	x	124	99
C=C(C)[C@@H]1CC[C@]2(C(=O)OC)CC[C@]3(C)[C@H](CC[C@@H]4[C@@]5(C)CC[C@H](N)C(C)(C)[C@@H]5CC[C@]43C)[C@@H]12	-82*	-71*	-91*	-76*	-97*	-98*	-94*	-69*	-92*
Cc1nc(Cl)sc1[C@H](O)COS(N)(=O)=O	102	106	108	81	99	104	106	115	109
CCCCC(CC)COP(=O)(O)O (configuration not stated)	106&107	102	91&82	101&99	107&97	104&96	106&101	118&107	89&98
COc1ccc(C=C(C(C)=O)C(C)=O)cc1	105&102	112&104	95&82	101&106	95&98	97&94	106&99	113&109	115&106
CC/C(=C/c1ccccc1O)c1ccc2ccccc2[o+]1	96	111	x	101	105	94	116	111	104
CCOC(=O)C(CO)C1CCCC1 (configuration not stated)	102	100	92	103	108	92	113	99	104

Part of the list above, with values under each structure.
Each structure is followed by: KM12 | HT29 | SNB-75 | SW-620 | HCT-15 | HCT-116 | HCC-2998 | COLO 205 | A498
> COc1ccc(C=C(C(C)=O)C(C)=O)cc1
 : 105&102 | 112&104 | 95&82 | 101&106 | 95&98 | 97&94 | 106&99 | 113&109 | 115&106
> CCOC(=O)C(CO)C1CCCC1 (configuration not stated)
 : 102 | 100 | 92 | 103 | 108 | 92 | 113 | 99 | 104

(next part)
SMILES	KM12	HT29	SNB-75	SW-620	HCT-15	HCT-116	HCC-2998	COLO 205	A498
Cc1ccc2c(c1)Nc1ccc(C)cc1C2(C)C	110	79	84	103	96	89	104	84	118
O=C(Nc1ccc(C2=NCCN2)cc1)c1ccc(C(=O)Nc2ccc(C3=NCCN3)cc2)c([N+](=O)[O-])c1	106&97	98&105	95&102	115&108	106&102	79&98	100	70&109	175&101
Cc1ccc(S(=O)(=O)c2nc(S(=O)(=O)CCN3CCOCC3)sc2N2CCOCC2)cc1	110	101	92	102	99	90	120	118	98
CC(=O)[C@H]1CC[C@H]2[C@@H]3CC[C@@H]4C[C@H](OC(=O)CCC(=O)O)CC[C@]4(C)[C@H]3C(=O)C[C@]12C	107	105	81	100	96	97	105	109	39
CN[C@]1(c2ccccc2Cl)CCCC[C@H]1NCCc1ccc(OC)c(OC)c1	112	102	107	107	104	103	114	113	x
OC[C@@H](O)[C@@H](O)CO	105	106	100	98	102	102	102	111	101
COc1ccc(N2CCN(S(=O)(=O)c3ncsc3-c3ccccc3)CC2)cc1	106	102	105	112	99	105	118	126	x
O=C(O)c1ccc(-n2cc(C(c3oc(CO)cc(=O)c3O)c3oc(CO)cc(=O)c3O)c(-c3ccc(Cl)cc3)n2)cc1	103	108	93	99	104	106	102	108	85
COc1ccc(NCc2cccn2Cc2ccc(F)cc2)cc1	98	103	99	100	93	95	104	115	90
O=C(Nc1ccccc1C(=O)N/N=C\c1ccc2c(c1)OCO2)c1ccccc1	103	110	x	105	110	97	109	108	121
O=c1ccn(Cc2ccccc2)c(SCc2ccccc2)n1	111	x	102	105	100	103	110	99	103
COc1ccc(C2C=C(C)N=C3SC=CN32)cc1 (configuration not stated)	112	113	103	104	101	102	106	113	100
Nc1c(C(=O)Nc2nccs2)sc2nc3c(cc12)C(=O)CCC3	106	97	98	101	92	102	100	130	80
O=C(CCC(=O)c1nc2ncccc2[nH]1)NN1C(=O)CSC1c1ccc([N+](=O)[O-])cc1 (configuration not stated)	99	114	83	94	102	103	108	119	99
c1ccc(-c2ccc(C3CCCN3)cc2)cc1 (configuration not stated)	102	x	96	98	85	106	86	95	83
NC(=O)C(=CNC(=S)Nc1ccccc1)C(N)=O	101	100	91	97	108	98	105	104	85
O=c1cc(-c2ccccc2)nc2sc(-c3c[nH]c4ccccc34)nn12	98	92	101	91	85	92	103	96	81
COc1ccc(CNC(=O)C2CSC3(C)c4ccccc4C(=O)N23)cc1 (configuration not stated)	97	84	95	107	101	94	102	108	96
O=c1c2c(cc3c(O)[nH]c(=S)n13)-c1ccccc1N=2	107	105	90	95	108	117	102	109	98
Cc1ccc(Cn2c(C)cc(C)c(C#N)c2=O)cc1	101	106	93	102	96	106	99	110	106

Fetched one by one from the list above:
SMILES	KM12	HT29	SNB-75	SW-620	HCT-15	HCT-116	HCC-2998	COLO 205	A498
Cc1ccc2c(c1)Nc1ccc(C)cc1C2(C)C	110	79	84	103	96	89	104	84	118
OC[C@@H](O)[C@@H](O)CO	105	106	100	98	102	102	102	111	101
CN[C@]1(c2ccccc2Cl)CCCC[C@H]1NCCc1ccc(OC)c(OC)c1	112	102	107	107	104	103	114	113	x
Cc1ccc(S(=O)(=O)c2nc(S(=O)(=O)CCN3CCOCC3)sc2N2CCOCC2)cc1	110	101	92	102	99	90	120	118	98

Other structures.
SMILES	KM12	HT29	SNB-75	SW-620	HCT-15	HCT-116	HCC-2998	COLO 205	A498
NC(Cc1cnc[nH]1)C(=O)O (configuration not stated)	104&110&101	107&112&106	72&93	104&105&102	99&97&100	110&96&101	105&92&99	107&117&103	98&97&91
COc1ccc2[nH]c(=O)c3c(c2c1)OC(N)=C(C#N)C31c2cc(Br)ccc2-c2ccc(Br)cc21	97	112	87	101	101	97	107	109	106
Cc1ccc(CNc2ccc3nc(NC(=O)CN4CCCCCC4)sc3c2)cc1	87	67	128	92	73	58	111	88	91
O=C(CC(NCc1ccccc1)c1ccccc1)c1ccccc1 (configuration not stated)	100	93	93	111	85	86	95	103	100
O=C(Nc1ccc(Cl)c(Cl)c1)OCn1ncc2ccc([N+](=O)[O-])cc21	86	103	68	106	85	81	94	93	60
O=C(Oc1cccnc1)c1sccc1Nc1ccnc(C(F)(F)F)c1	60	19	87	18	74	15	112	103	101
O=C(c1ccccc1)c1nn(-c2ccccc2)c(=O)cc1-c1ccccc1	111	115	81	103	104	87	104	99	111
CCCCN(CCCC)C(=N)c1ccccc1Cl	101	70	91	94	85	70	104	96	98
CN(CCCNC(=O)c1cccc(C(=O)O)c1)CCCNC(=O)c1cc(NC(=O)c2cc(NC(=O)c3cc(NC(=O)c4nc(NC(=O)[C@H](N)CCNC(=O)c5cc(NC(=O)c6cc(NC(=O)c7cc(NC(=O)c8nccn8C)cn7C)cn6C)cn5C)cn4C)cn3C)cn2C)cn1C	102	96	90	107	103	100	x	103	110
NC(=O)NS(=O)(=O)c1ccc(N2N=C(C(F)(F)F)CC2c2cc(C(F)(F)F)cc(C(F)(F)F)c2)cc1 (configuration not stated)	71	70	68	83	63	56	88	100	70
COc1ccc(/C=C/C(c2cc(OC)c(OC)c(OC)c2)n2cncn2)cc1O (configuration not stated)	27	41	41	28	17	11	68	61	20
CCN(CC)CCOc1ccccc1C	107	101	99	107	107	98	107	111	106
O=C(N/N=C/c1cc2ccccc2n2nnnc12)Nc1ccc2ccccc2c1	94	102	106	97	98	75	111	111	x
N#Cc1ccc(C(=O)CSc2nccc(Nc3ccc(S(=O)(=O)Nc4ccccn4)cc3)n2)cc1	98	113	89	102	107	97	109	117	99
COc1cc(C2C(C#N)=C(N)N(c3ccc(F)cc3F)C3=C2C(=O)CC(C)(C)C3)cc(OC)c1O (configuration not stated)	106	105	88	104	103	98	110	108	94
O=C(Nc1nc2c(Cl)cc(Cl)cc2s1)C(Cl)(Cl)Cl	93	103	92	100	97	91	105	107	64
COc1ccc(/C(=N\NC(N)=S)c2ccccc2)cc1OC	100	106	99	101	97	97	112	119	44
COc1cccc2c1C(=O)c1c(O)c3c(c(O)c1C2=O)C[C@@](O)(C(=O)COC(=O)c1cccnc1)C[C@@H]3OC1CC(N)C(O)C(C)O1 (some centres not stated)	-0.4*	-30*	-75*	3.3*	33	6.3*	-50*	-69*	-57*
COc1ccc(/C(C)=N/NC(=O)CSc2nc(-c3cnccn3)cc(-c3cccs3)c2C#N)cc1	102	107	x	105	101	100	110	115	110
CC(Nc1c(C#N)cnc2ccc(-c3cncc(O)c3)cc12)c1ccccc1 (configuration not stated)	4.8*	47	10	10	4.9*	3.7*	19	58	45
COc1ccc(/C=C(/C(=O)O)c2ccc(OC)cc2)cc1	107	113	99	107	105	107	108	109	90
CCCCCOC(=O)COc1ccc(Cl)cc1Cl	108	108	104	101	103	99	105	105	100
Oc1c(Cl)cc(Cl)cc1C1N2CCCCC2C2c3cccn3-c3ccccc3N21 (configuration not stated)	104	110	114	107	104	107	111	103	102
CC(=O)Nc1cccc2ccc(O)cc12	95	98	70	99	102	95	x	94	108
CCOC(=O)C1=NN(c2ccccc2)C(=O)/C1=C\N1C(=O)CC(=O)NC1=S	99	100	11	94	105	101	112	103	104
CC(=O)c1nc(Nc2ccc(C)cc2)sc1C	99	105	75	97	94	91	101	105	66

High-throughput results: PubChem, NCI
